# Growth percent in the NCI-60 one-dose screen (48 h, 10 µM unless noted): 100 = growth as untreated, 0 = no growth, -100 = all killed.
# HL-60(TB): HL-60(TB) leukemia cells. 78,000 tested, 9% active; active means growth percent below 10
# * = called active by the depositor; & = joins results of further samples; [ ] = remark or other dose. Not all compounds are listed. The share of hits here may be higher or lower than overall.
compound | HL-60(TB)
O=C(COC(=O)c1ccccc1)NCCCCc1ccccc1 | 101.2
Cc1cccc2sc(NC(=O)CN3CCN(CCN4C(=O)c5cccc6cccc(c56)C4=O)CC3)nc12 | 84.0
N#CCC(=O)Nc1nnc(-c2cccnc2)o1 | 99.1
COC(=O)[C@]12CC[C@@H](C)[C@H](C)[C@@H]1C1=CC(=O)[C@@H]3[C@@]4(C)C[C@@H](O)[C@H](O)[C@@]5(C)COC(=C45)C[C@@]3(C)[C@]1(C)CC2 | 41.9
CCOC(=O)c1c[nH]c2c(CC)cccc2c1=O | 91.5
C=CCN1C(=O)c2cccc3c(/C=C/CN4C(=O)c5cccc6cccc(c56)C4=O)ccc(c23)C1=O | 100.9
COc1cc(C=NCCN=Cc2cc(OC)c(OC)c(OC)c2)cc(OC)c1OC | 91.7
CC1(c2ccc(-c3ccccc3)cc2)NC(=O)NC1=O (stereo unspecified) | 127.7
COc1ccc2nc3sc(C(=O)Nc4ccc(C(=O)/C=C/c5ccc(Cl)cc5)cc4)cc3cc2c1 | 84.7
Nc1nc2c(s1)CCc1c-2c(Br)n(Cc2ccccc2)c1Br | 51.6
COc1cc(F)ccc1/C=C/C(=O)/C=C(O)/C=C/c1ccc(F)cc1OC | 108.4
Nc1ccc(CC(=O)O)c(N)c1 | 101.9
C=CC(=O)N[C@@H](/C=C/C(=O)OCC)Cc1ccc(-c2cc(Cl)cc(Cl)c2)cc1 | -27.4*
CC(C)(C)CC(=O)N(Cc1ccncc1)Cc1cccc(OCCc2ccc(F)cc2)c1 | 70.9
N#Cc1c(-c2cccs2)nc2c(c(-c3ccccc3)nn2-c2ccccc2)c1-c1ccc(O)cc1 | 103.1
Cc1ccc2c(n1)C(=O)c1[nH]c3ccccc3c1C2=O | 67.8
Nc1nc(N)c(-c2nc3ccccc3s2)c(CCCO)n1 | 99.0
CC1CC(c2ccccc2)(c2ccccc2)C(=O)C(C)N1C (stereo unspecified) | 88.9
O=C(Nc1ccc(Cn2nnc3c(F)cccc32)cc1)c1ccc(C(F)(F)F)cc1 | 80.3
O=C(Nc1cccc(Cl)c1)NN(c1ccccc1)C1CCS(=O)(=O)C1 (stereo unspecified) | 110.2
C=C(CN1CC=CCC1)[C@@H]1CC[C@]2(C(=O)O)CC[C@]3(C)[C@H](CC[C@@H]4[C@@]5(C)CC[C@H](O)C(C)(C)[C@@H]5CC[C@]43C)[C@@H]12 | 104.6
O=[N+]([O-])c1ccc(N=Nc2c(NNc3ccc([N+](=O)[O-])cn3)cc(S(=O)(=O)O)c3ccccc23)nc1 | 94.9
CCOC(=O)/C=C/c1ccc(O)cc1 | 57.1
Cc1cccc2c3c(sc12)C(c1ccc(Cl)cc1)C(C#N)=C(/N=C/c1ccc(Cl)cc1)O3 (stereo unspecified) | -22.0*
C[C@H](c1nc2ccc(C#N)cc2[nH]1)[C@H]1CC[C@H]2[C@@H]3CCC4=CC(=O)CC[C@]4(C)[C@H]3CC[C@]12C | 56.3
Cc1nccn1CC(=O)c1ccccc1 | 95.1
CC(=O)NC(Cc1cc(I)c(O)c(I)c1)C(=O)O (stereo unspecified) | 116.6
COC(=O)c1nc(=S)[nH]c(C(=O)OC)c1C(=O)c1cccnc1 | 115.6
Clc1ccc2c(-c3c4ccccc4cc4[nH]c5cc(Cl)ccc5c34)c[nH]c2c1 | 101.9
CN1C(=O)C2(C(C#N)=C(c3ccccc3)Nc3c2c(-c2ccccc2)nn3-c2ccccc2)c2ccccc21 (stereo unspecified) | 104.1
OCCNC(Cc1ccccc1)c1ccccc1 (stereo unspecified) | 80.2
CC(C)CCC1C(=O)N(C)C(=O)N(C)C1=O | 98.6
Cc1cn(C2CCCCO2)c(=O)nc1NO (stereo unspecified) | 102.1
CCOC(=O)C(C(=O)OCC)c1nc2sc3cc(Cl)c(Cl)cc3n2c(=O)c1C#N | 124.7
CCOC(=O)n1cc(-c2nonc2-c2cn(C)c3ncccc23)c2cc(F)ccc21 | 92.8
COC(=O)C1=NNC(=S)N(c2cc(C)[nH]n2)C(=O)C1 | 100.1
Cc1nn(-c2ccccc2Br)c(C)c1C(=O)Nc1ccc2ccccc2n1 | 47.4
NC(=O)SCC(=O)Nc1ccccc1C(=O)O | 100.2
OCCN1CCN(CC/C=C2/c3ccccc3Sc3ccc(C(F)(F)F)cc32)CC1 | 73.1
O=C(NCc1cccnc1)c1cc(-c2csc3c(=O)cc(N4CCOCC4)oc23)cc2c1OCCO2 | -35.1*
Cc1cc(O)cc(=O)o1 | 105.6
O=C(N=Nc1c(O)[nH]c2ccccc12)c1cnc2n(c1=O)CCCCC2 | 103.2
CN1C(=O)NC(c2ccc(Cl)cc2)(c2ccc(Cl)cc2)C1=O | 78.2
O=C(CCCCCNC(=O)c1ccc[nH]1)Nc1ccccc1 | 95.0
COc1ccc2c(c1)C(O)C(CO)C(C(=O)O)C2 (stereo unspecified) | 105.6
Cc1ccc(C(C)(C)C)cc1 | 90.9
C=CCn1c(O)c(N=Nc2nc(-c3cc4ccccc4oc3=O)cs2)c2cc(Br)ccc21 | 102.4
CCCCNc1nc2ccccc2n2c1nc1ccccc12 | 100.5

# Quoted from the listing:
# Entry of CCOC(=O)c1c[nH]c2c(CC)cccc2c1=O in HL-60(TB): 91.5
# Entry of Nc1nc(N)c(-c2nc3ccccc3s2)c(CCCO)n1 in HL-60(TB): 99.0
# Entry of O=[N+]([O-])c1ccc(N=Nc2c(NNc3ccc([N+](=O)[O-])cn3)cc(S(=O)(=O)O)c3ccccc23)nc1 in HL-60(TB): 94.9
# Entry of O=C(CCCCCNC(=O)c1ccc[nH]1)Nc1ccccc1 in HL-60(TB): 95.0
# Entry of C=C(CN1CC=CCC1)[C@@H]1CC[C@]2(C(=O)O)CC[C@]3(C)[C@H](CC[C@@H]4[C@@]5(C)CC[C@H](O)C(C)(C)[C@@H]5CC[C@]43C)[C@@H]12 in HL-60(TB): 104.6

# Next part
compound | HL-60(TB)
COc1ccc2oc(=O)cc(C3OC4=C(C(=O)CCC4)C3c3cc(=O)oc4ccc(C)cc34)c2c1 (stereo unspecified) | 93.9
C=C(C)[C@@H]1CC[C@]2(C(=O)O)CC[C@]3(C)[C@H](CC[C@@H]4[C@@]5(C)C/C(=C/c6cc(C(F)(F)F)cc(C(F)(F)F)c6)C(=O)C(C)(C)[C@@H]5CC[C@]43C)[C@@H]12 | 59.7
CC(=O)Nc1cccc(-c2[nH]c3ccccc3c2C=O)c1 | 92.0
CCN(CC)CCn1nc2c3c(cccc3c1=O)-c1ccccc1-2 | 16.9
N#CCCNc1ccc2c(c1)C(=O)c1ccccc1-2 | 88.7
C[C@H]1[C@H](NC(=O)/C(=N/OC(C)(C)C(=O)O)c2csc(N)n2)C(=O)N1S(=O)(=O)O (stereo in doubt) | 108.1
Fc1ccc(N2CCN(/C(=N\c3sc(-c4ccccc4)nc3-c3ccccc3)c3ccccc3)CC2)cc1 | 102.2
Cc1c(NC(=O)CSc2nc3sc4c(c3c(=O)n2-c2ccc(Cl)cc2)CCCC4)c(=O)n(-c2ccccc2)n1C | 80.0
NCCCNc1nc(-c2ccncc2)nc2sc3c(c12)CCCCC3 | 62.5
CCOC(=O)NC(NC(=O)OCC)C(Cl)CC (stereo unspecified) | 110.8
Cc1ccc(S(=O)(=O)/N=C2\NC(=O)/C(=C\c3ccccc3)S2)cc1 | 92.4
O=C(NNC(=S)NCCc1ccccc1)c1ccc(OCc2nc3ccc(Cl)cc3[nH]2)cc1 | 88.9
O=c1[nH]c2ccccc2n1C1CCN(CCCC(c2ccc(F)cc2)c2ccc(F)cc2)CC1 | -41.6*
COc1ccc(/C(=C\c2cc(OC)c(OC)c(OC)c2)C(=O)N2CCNCC2)cc1 | 98.0
O=C1CCCN1C1CCN2CCCc3cccc1c32 (stereo unspecified) | 92.7
CCC(=O)C[n+]1cccc2c3ccccc3ccc21 | 99.4
CCOC(=O)C1=C(C)NC(SCc2cc(=O)oc3ccc(F)cc23)=N[C@@H]1c1cccc2ccccc12 | 78.4
COc1cc(/C(=C2/C=Nc3ccccc32)c2c[nH]c3ccccc23)ccc1O | 100.7
N#C/C(=C\c1ccc(-c2ccccc2)o1)c1ccccc1 | 105.8
COc1ccc(NC(=O)CCn2cnc3c(cc(-c4ccccc4)n3-c3ccccc3)c2=O)cc1 | 95.9
C[n+]1ccccc1/C=C\c1c[nH]c2ccccc12 | 99.6
CCN(CC)c1ccc(N)cc1 | 61.9&111.8&97.8
O=C(Nc1ccc2c(O)c(N=Nc3ccc(N=Nc4ccc(S(=O)(=O)O)cc4)cc3)c(S(=O)(=O)O)cc2c1)c1ccccc1 | 101.5
O=C(CCCCN1CC(=O)N2[C@H](c3ccc(Br)cc3)c3[nH]c4ccccc4c3C[C@@H]2C1=O)NO | 116.4
O=C1CCC(NNc2cc(F)ccc2F)N1 (stereo unspecified) | 64.7
CCCC(CCC)(C(=O)Nc1ccc2nc(C)cc(N)c2c1)C(=O)Nc1ccc2nc(C)cc(N)c2c1 | 101.3
CNCC(C)C(Cl)c1ccccc1 (stereo unspecified) | 107.8
Clc1nc(NC2CCCCC2)c2cn[nH]c2n1 | 132.0
Nc1ccc(Cl)c2c(=O)c3ccccc3[nH]c12 | 63.7
CN(C)c1nc(-c2ccccc2)c(/C=C2\SC(=S)N(CCCCCCCCCCC(=O)O)C2=O)s1 | 76.6
c1ccc2c(c1)ncc1cccn12 | 103.6
CC1(C)OC(=O)NC1=O | 90.2
Cc1nnsc1C(=O)NCc1c(F)cccc1Cl | 111.5
CC(=O)C1CC(C)CCC1C(C)C (stereo unspecified) | 58.7
CC1(C)CC[C@]2(C(=O)NC3CCCCC3)CC[C@]3(C)C(=CC[C@@H]4[C@@]5(C)CCC(=O)C(C)(C)[C@@H]5CC[C@]43C)[C@@H]2C1 | 88.8
Nc1nc2nn(-c3ccccc3)nc2c(=O)[nH]1 | 73.0
Cc1nc(N2N=C(c3ccccc3)CC2c2cccs2)sc1C(=O)/C=C/c1ccc(Cl)cc1 (stereo unspecified) | 101.2
Cc1[nH]c(C(=O)OCc2cn(CCCCNC(=O)COc3cccc4c3C(=O)N(C3CCC(=O)NC3=O)C4=O)nn2)c2c1C(=O)CCCC2 (stereo unspecified) | 99.7
N#Cc1c(-c2ccc(F)cc2)nc(N2NC(=O)CC2=O)nc1N1CCOCC1 | 98.7
CCC(CCN)(CCN)[N+](=O)[O-] | 101.0
Oc1c(Br)cc(Br)c2ccccc12 | 99.9
CCN(CC)C(N)=S | 86.6
Cc1cc(N(CCNc2ccnc3cc(Cl)ccc23)Cc2ccc3c(c2)OCO3)nc(N2CCN(C)CC2)n1 | -57.8*
CC(C)CNc1nc(N=[N+]=[N-])nc(NCC(C)C)n1 | 48.9[100 µM]
COc1ccc(Oc2nc(Nc3ccc(N4CCOCC4)cc3)ncc2N=Cc2ccc(O)c(OC)c2)cc1 | 90.5
COc1ccc(-c2nnc(NC(=O)CN3CCN(c4cc5c(cc4F)c(=O)c(C(=O)O)cn5C4CC4)CC3)s2)cc1OC | 110.7
OC(CN1CCOCC1)c1ccccc1 (stereo unspecified) | 101.3
COC(=O)/C=c1\[nH]n2/c(=C/c3ccc(OC)cc3)c(=O)nc-2n(-c2ccccc2)c1=O | 98.3

# 2 of the compounds above, field by field:
> Cc1cc(N(CCNc2ccnc3cc(Cl)ccc23)Cc2ccc3c(c2)OCO3)nc(N2CCN(C)CC2)n1
  HL-60(TB): -57.8*
> CC(C)CNc1nc(N=[N+]=[N-])nc(NCC(C)C)n1
  HL-60(TB): 48.9[100 µM]

# Carrying on.
compound | HL-60(TB)
COc1ccc2nc3nc4ccc[nH]c4cc3c2c1 | 85.6
CC(C)C1NC(=O)NC1=O (stereo unspecified) | 95.0
NNC(=S)Nc1ccccc1F | 105.5
CCN1C(=O)/C(=c2\sc3n(c2=O)C2C(NN=3)N(C)C(=O)N2C)c2ccccc21 (stereo unspecified) | 109.4
O=C1OCC2=C1C(c1ccncc1)c1cc3c(cc1N2CCO)OCO3 (stereo unspecified) | 99.2
CCSSCC | 104.5
O=C1CNC(c2ccccc2)C(c2ccccc2)N1 (stereo unspecified) | 106.3
COc1cc(-n2nnc3c4nc(-c5ccccc5)oc(=O)c4c(C)nc32)cc(OC)c1OC | 105.7
CCC(C)C(NC(=O)OC(C)(C)C)C(=O)O (stereo unspecified) | 97.1
Cc1ccc2nc(-c3ccc(C(=O)N/N=C/c4ccccc4)cc3)[nH]c2c1 | 108.3
O=C(CN1CCN(c2cc3c(cc2F)c(=O)c(C(=O)N/N=C/c2ccc(F)cc2)cn3C2CC2)CC1)N/N=C\c1ccc(F)cc1 | 58.2
Nc1nc(N)c2c(n1)NC(c1ccc(F)cc1)CC(c1cccc(Nc3ccncc3)c1)=N2 (stereo unspecified) | 60.1
COc1ccc(OC)c(Cn2cc(C#N)c(N)c2C(=O)c2ccc(Br)cc2)c1 | 20.7
Oc1ccccc1/C=N/C(/N=C/c1ccccc1O)c1ccccc1O | 103.4
CC1=CC(=O)CC(C)(C)[C@@]1(O)/C=C/[C@@H](C)O | 109.6
COc1ccc([C@@H]2c3[nH]c4ccccc4c3C[C@H]3C(=O)N(C4CCN(Cc5ccccc5)CC4)CC(=O)N23)c(OC)c1 | 70.5
O=C(OCc1ccc([N+](=O)[O-])o1)c1ccc(Cl)cc1 | 94.7
CC(=O)c1cc(NS(=O)(=O)c2ccc(N)cc2)cn1C | 116.5
COc1ccc(-c2c3c(nc4n[nH]c(-c5ccc(Cl)cc5)c24)-c2ccccc2C(=O)C3=O)cc1 | 11.7
Clc1ccc(-c2nnc(N3c4ccccc4C=Cc4ccccc43)o2)cc1 | 61.9
Cc1nc(NCc2ccccc2)c2cc[nH]c2n1 | 126.5
O=C(CN1C(=O)CCC1=O)Nc1ncc(Cc2cccc(C(F)(F)F)c2)s1 | 98.9
CN(C)Cc1c(O)ccc2c(C(N)=O)c(NC(=O)c3ccccc3)sc12 | 47.7
CC1=C(C(=O)n2c3ccccc3c3ccccc32)C(c2cccc([N+](=O)[O-])c2)C(C(=O)n2c3ccccc3c3ccccc32)=C(C)N1 | 91.0
CC(=O)NC1C(O[C@H]2CC[C@]3(C)[C@H]4CC=C5[C@@H]6CC(C)(C)CC[C@]6(C(=O)OC6OCC(O)C(O)C6OC6OC(C)C(OC7OC(CO)C(O)C7O)C(OC7OC(CO)C(O)C(O)C7O)C6O)[C@H](O)C[C@@]5(C)[C@]4(C)CC[C@H]3C2(C)C)OC(COC2OCC(O)C(O)C2OC2OCC(O)C(O)C2O)C(O)C1O (stereo partly specified) | 65.7
CCNC(=O)N1N=C(c2ccc(N)cc2)c2cc3c(cc2CC1=O)OCO3 | 101.5
Oc1ccc(Br)cc1C=Nc1cccc2c1C(O)c1ccccc1-2 (stereo unspecified) | 111.2

# Screens from PubChem.
